Screening data (PubChem)
Nrf2 inh: inhibitors of Nrf2 signaling; Potency, µM (series often up to 46 µM), without a hit: at the highest dose activity change, negative = inhibition, actives largely listed as inhibitors; hit rate 2.1% among 360,000; AID 504444; A549 ARE-Fluc reporter, luciferase luminescence, 18-24 h; further: potency means the concentration at half of the fitted maximal effect; on the % scale 0 is the no-effect control and ±100 the full control effect; nearly all actives have a fitted effect of over 60% in size
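Nrf2 function is reported as luminescence of an ARE-controlled luciferase in A549 cells. Compounds were tested at several concentrations, and a CellTiter-Fluor read on the same wells flagged cytotoxicity.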
TGFb SMAD3 inh: inhibitors of TGF-b signaling; HepG2 CAGA-GFP TGF-b/SMAD3 reporter, GFP fluorescence, 18 h; TGF-beta stimulated, 500 pg/mL final; Potency, µM (titrated, usually from 46.1 µM), inactives show at the highest dose activity, negative = inhibition, usual class: inhibitors; hit rate 1.2% among 410,000; further: potency means the concentration at half of the fitted maximal effect; on the % scale 0 is the no-effect control and ±100 the full control effect; nearly all actives have a fitted effect of over 65% in size
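Cell-based qHTS in HEPG2 carrying a CAGA-GFP Smad reporter; compounds added before 500 pg/mL final TGF-beta, 18 h incubation at 37 degrees C, GFP fluorescence quantified per cell by imaging cytometry.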
A549 viability: kills or reduces viability of A549 cells in Nrf2 counter-screen; hit rate 0.16% among 390,000; A549 ARE-Fluc cells, CellTiter-Fluor viability, 18-24 h; Potency, µM (highest dose often 46 µM), without a hit: top-dose activity change, negative = cytotoxicity, hits mostly inhibitors; further: potency means the concentration at half of the fitted maximal effect; on the % scale 0 is the no-effect control and ±100 the full control effect
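Cytotoxicity counterscreen: CellTiter-Fluor fluorescence was measured in A549 ARE_Fluc cells after 18-24 h of compound exposure in a concentration series. The subsequent BugLite luminescent read reports ARE-luciferase activity.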
EPAC2 antagonist: blocks human EPAC2 exchange factor. Q8WZA2. EPAC2 GEF exchange of Rap1B-BODIPY-GDP, fluorescence. Potency, µM (top dose mostly 114 µM), for inactives: top-dose activity, negative = inhibition, hits mostly inhibitors. hit rate 0.18% among 360,000; further: potency means the concentration at half of the fitted maximal effect; on the % scale 0 is the no-effect control and ±100 the full control effect; nearly all actives have a fitted effect of over 45% in size; many of its hits are not listed in these tables
Target sequence (Q8WZA2 whole entry, looked up): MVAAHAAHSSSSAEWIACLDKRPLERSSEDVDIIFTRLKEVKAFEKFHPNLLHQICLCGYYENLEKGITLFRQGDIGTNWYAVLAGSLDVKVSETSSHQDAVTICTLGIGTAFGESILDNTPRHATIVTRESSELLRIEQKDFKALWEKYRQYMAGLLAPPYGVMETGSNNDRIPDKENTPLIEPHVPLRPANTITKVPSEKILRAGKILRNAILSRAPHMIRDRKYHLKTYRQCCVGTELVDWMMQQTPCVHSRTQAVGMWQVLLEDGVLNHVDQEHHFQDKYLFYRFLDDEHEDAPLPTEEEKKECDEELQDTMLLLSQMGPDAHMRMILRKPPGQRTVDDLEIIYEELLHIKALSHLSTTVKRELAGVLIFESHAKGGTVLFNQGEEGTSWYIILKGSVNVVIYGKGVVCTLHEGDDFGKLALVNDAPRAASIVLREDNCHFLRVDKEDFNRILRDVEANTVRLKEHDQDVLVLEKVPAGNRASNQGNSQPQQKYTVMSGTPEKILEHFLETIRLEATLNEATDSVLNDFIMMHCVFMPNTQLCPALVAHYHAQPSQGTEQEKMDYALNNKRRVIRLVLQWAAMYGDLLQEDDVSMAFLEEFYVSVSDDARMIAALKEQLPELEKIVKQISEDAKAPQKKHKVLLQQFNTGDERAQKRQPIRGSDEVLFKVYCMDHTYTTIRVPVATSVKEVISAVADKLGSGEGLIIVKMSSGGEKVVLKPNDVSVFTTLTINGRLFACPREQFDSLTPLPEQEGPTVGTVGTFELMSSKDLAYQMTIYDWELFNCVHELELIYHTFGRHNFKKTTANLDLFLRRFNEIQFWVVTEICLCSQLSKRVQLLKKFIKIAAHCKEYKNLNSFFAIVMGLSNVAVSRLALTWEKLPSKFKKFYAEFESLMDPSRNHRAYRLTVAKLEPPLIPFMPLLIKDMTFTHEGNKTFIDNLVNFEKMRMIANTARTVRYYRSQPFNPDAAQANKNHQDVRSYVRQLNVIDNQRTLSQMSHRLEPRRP
CCT chaperon mod: changes cytosolic chaperonin activity | purified chaperonin ATPase assay, HTRF ADP detection, 30 min | hit rate 0.3% among 360,000 | activity change, % (concentration not given with the values), hits read low; in the data active means activity change below about -30%; further: on the % scale 0 is the no-effect control and ±100 the full control effect
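TRiC at 40 or 20 nM final (batch-dependent) in 30 mM Tris pH 7.4, 100 mM KCl, 5 mM MgCl2, 1 mM DTT, with compound at single 76 uM and 10 uM ATP, 30 min at 37 deg C. ADP detected by HTRF Transcreener, 665/615 ratio.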
Nrf2 ARE act: activates Nrf2 signaling; AREc32 ARE-luciferase reporter (MCF7-derived line), luminescence, 24 h; Potency, µM (doses to about 46.1 µM), inactives show top-dose activation, actives largely listed as activators; hit rate 0.31% among 410,000; further: potency means the concentration at half of the fitted maximal effect; % of control where 0% means no effect; nearly all actives have a fitted effect of over 65% in size
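Quantitative high-throughput format: AREc32 reporter cells, 1000 per well, received compound by pin transfer and were incubated 24 hr at 37 deg C, 5% CO2, before Steady-Glo luminescence detection.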
pAkt inh: blocks phosphorylation of Akt. Neuro2A IGF-stimulated pAkt S473 HTRF, 20 min; stronger effect = lower value. activity change, % for hits at 50 µM. hit rate 0.32% among 360,000; in the data active means activity change below about -80%; inconclusive means mostly about -51% to -80%; further: on the % scale 0 is the no-effect control and ±100 the full control effect
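Single-point screen (50 µM final compound) in Neuro2A cells stimulated 20 min with 6 nM IGF at 37 deg C. After lysis, Ser473-phosphorylated Akt read by HTRF (ex 330 nm, em 615/665 nm) as the 665/615 ratio.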
MmCpn inh: blocks the Methanococcus maripaludis chaperonin Mm-Cpn; purified Mm-Cpn ATPase, ADP Transcreener TR-FRET; Potency, µM (top dose mostly 76.9 µM), for the others: top-dose activity, negative = inhibition, usual class: inhibitors; hit rate 0.031% among 330,000; AID 504842; further: potency means the concentration at half of the fitted maximal effect; on the % scale 0 is the no-effect control and ±100 the full control effect; nearly all actives have a fitted effect of over 80% in size
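ATPase read-out: TR-FRET ADP immunoassay (anti-ADP Eu cryptate vs ADP-d2), ex 320 nm, em 590/665 nm; signal drops as ADP forms. Enzyme 25 nM, ATP 10 uM, 30 min at 37°C after 10 min compound preincubation.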
EPAC2 ag: EPAC2 (human) agonism; hit rate 0.079% among 360,000; EPAC2 activation, biochemical qHTS; response scale: 100% = 6.5 mM cAMP response; Potency, µM (top dose mostly 154 µM), for the others: at the top dose activation, most hits filed as activators; Q8WZA2; further: potency means the concentration at half of the fitted maximal effect; nearly all actives have a fitted effect of over 50% in size
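Setup: EPAC2 100 nM, labeled Rap1B complex 250 nM, free GDP 50 uM. Compound titrations pinned in, brief spin, 5 min room temperature incubation. Kinetic fluorescence read over 30 min, normalized to 6.5 mM cAMP.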
* = called active by the depositor; i = inactive; ? = inconclusive; / = not tested or not shown; [ ] = remark or other dose. Unless noted, the call rests on the fitted dose curve; in most records, active means well fitted curve in the direction sought with a large enough effect; inconclusive means small, poorly fitted or top-dose-only effect, or another doubt; inactive means no such curve, though single readings can be large; an effect the other way counts as inactive or inconclusive. This is a subset (hit frequency here may not be typical).

SMILES | Nrf2 inh | TGFb SMAD3 inh | A549 viability | EPAC2 antagonist | CCT chaperon mod | Nrf2 ARE act | pAkt inh | MmCpn inh | EPAC2 ag
Cc1ccn2cc(C(=O)Nc3ccc4c(c3)OCCO4)nc2c1 | ? | -6% | -12% | 13% | 3.7 | -0.4% | i | -1% | 0%
Cc1cc(C)nc(N/N=C/C2=C(N3CCOCC3)C(=C/c3ccccc3)/CC2)n1 | ? | ? | -20% | -6% | 0.3 | 13% | i | -1% | 14%
CC(C)OP(=O)(OC(C)C)C(NC(=O)c1ccccc1)C(N)=O (stereo not drawn) | -20% | -2% | 8% | -5% | 1.2 | 1.7% | i | -1% | 8%
CCCn1c(CNc2ccccc2O)nc2ccccc21 | 14% | ? | -6% | 2% | -2.5 | 14µM* | i | -1% | -7%
Cc1ccsc1C(=O)N1CCC(CO)(Cc2ccccc2)CC1 | -27% | -1% | 0% | -3% | -4.9 | -0.2% | i | 2% | 6%
O=C(Nc1c2c(nc3ccccc13)CCCC2)c1ccccc1Br | 6% | -8% | -12% | 17% | -1.6 | 0.6% | i | -9% | -1%
CCN1/C(=C2\C(=O)N(c3ccccc3)N=C2C)C=Cc2cc(C)ccc21 | 20% | -6% | 10% | 4% | 1.9 | -0.1% | i | 2% | 5%
c1ccc(-c2ccnc3nc(N4CCN(c5ccccc5)CC4)nn23)cc1 | -8% | 0% | -3% | 1% | -1.3 | 0.1% | i | -2% | 19%
Cc1ccccc1C(=O)c1cccn1CC(=O)NCCN1CCN(c2cccc(C)c2C)CC1 | ? | ? | ? | -1% | 0.7 | -0.9% | i | -1% | 0%
Cc1c(Cl)c([N+](=O)[O-])nn1CC(=O)N1CCN(C23CC4CC(CC(C4)C2)C3)CC1 | 28% | -5% | 5% | 0% | -2.2 | 4.1% | i | 1% | 7%
O=C(CCNC(=O)c1ccccc1Cl)NCCC1=CCCCC1 | 15% | 0% | -1% | -5% | -0.7 | 0.1% | i | -2% | 0%
Cc1cccc(NC(=O)CN2CCN(C(=O)CN3C(=O)NC4(CC(C)CC(C)(C)C4)C3=O)CC2)c1C (stereo not drawn) | 16µM* | -14% | -11% | 3% | 1.7 | 0.3% | i | / | -5%
O=C(NCc1ccccc1Cl)c1cnn2cccnc12 | / | -1% | -1% | -2% | -1.3 | 0.1% | i | -2% | 0%
NC(=O)NC(c1ccccc1)c1ccccc1 | 0% | 21% | 12% | 13% | 2.2 | -0.2% | i | 1% | 2%
COc1cccc(-c2cc(C(=O)Nc3ccncc3)c3ccccc3n2)c1 | -4% | -4% | -12% | -7% | 1.1 | 5.2% | i | -2% | 17%
CCN(CC)S(=O)(=O)c1cccc(C(=O)Nc2cc(C)cc(C)c2)c1 | 3% | -7% | 10% | -11% | -1.4 | 3.7% | i | -1% | 20%
CN(c1ccc(OCC(=O)OCC(=O)Nc2ccc(OC(F)F)cc2)cc1)S(=O)(=O)c1cccs1 | 6% | 1% | -3% | 6% | -1.1 | 0.1% | i | -2% | 5%
O=C(c1cc2c(s1)-c1ccccc1OC2)N1CCN(c2ccccc2F)CC1 | -23% | -23% | 8% | / | / | -0.5% | / | / | /
COC(=O)[C@@]1(C)[C@H]2C(=O)N(Cc3ccccc3)C(=O)[C@H]2[C@H]2CN=C(SCc3ccc(C#N)cc3)N21 | 6% | -2% | 15% | -24% | -1.0 | 4.1% | i | 1% | 8%
CC(C)[C@@H](C(=O)N1CCNCC1)n1cc(CCO)nn1 | 7% | 0% | 1% | 6% | -0.1 | -0.8% | i | / | 9%
Cc1ccc2nc(C3CCCCC3)c(Cc3cccc(F)c3)n2c1 | / | ? | / | ? | 0.4 | 3.1% | i | / | 3%
COC(=O)c1c(NC(=O)C(C)C)sc(C(=O)N2CCOCC2)c1C | 23% | 3% | 2% | -3% | -1.0 | 0.2% | i | 0% | 8%
CC1=CC2=NC(=O)/C(=C/c3cccs3)C(=N)N2O1 | 8% | 12% | 8% | -6% | 1.1 | 1.8% | i | 0% | 2%
CC1(C(=O)NCC2CCOCC2)Cc2c(-c3cccc(C(N)=O)c3)ccnc2O1 (stereo not drawn) | / | -3% | / | 0% | -0.9 | 0.0%[9.22 µM] | i | / | 7%
Cc1ccc2oc(=O)n(Cc3ccc(F)cc3)c2c1 | -3% | 7% | -8% | ? | 0.5 | 2.9% | i | 1% | 9%
The list continues.
SMILES | Nrf2 inh | TGFb SMAD3 inh | A549 viability | EPAC2 antagonist | CCT chaperon mod | Nrf2 ARE act | pAkt inh | MmCpn inh | EPAC2 ag
C[C@]1(C(=O)NCc2cc(F)cc(C(F)(F)F)c2)C=C[C@@H](Cc2ccccc2)N1C(=O)c1ccccc1 | -3% | ? | -12% | -3% | 1.2 | 5.0% | i | 1% | 14%
CCCNC(=O)CCCCn1c(=S)[nH]c2c([nH]c3ccc(OC)cc32)c1=O | 4% | -6% | -2% | -7% | -0.3 | 0.0% | i | -2% | 5%
Cc1ccc(CNS(=O)(=O)c2cc3c4c(c2)C(C)C(=O)N4CCC3)cc1 (stereo not drawn) | ? | -19% | 1% | 6% | -1.7 | -0.2% | i | -2% | -4%
COC(=O)c1cc2occc2n1CC(=O)Nc1ccc(OC)c(OC)c1 | 5% | -4% | -4% | 15% | 2.0 | -1.1% | i | 0% | -2%
CCOC(=O)c1ccc(N(C(=O)c2ccco2)C(C(=O)NC2CCCCC2)c2ccncc2)cc1 (stereo not drawn) | -3% | 16% | 0% | 2% | 0.4 | -0.5% | i | -1% | 9%
COc1ccccc1C1CC(c2c(-c3ccccc3)c3cc(Cl)ccc3[nH]c2=O)=NN1S(C)(=O)=O (stereo not drawn) | ? | ? | -14% | -4% | -3.3 | -0.1% | i | 0% | 4%
Nc1cccc(C#Cc2ccc3c(=O)c4ccccc4oc3c2)c1 | ? | ? | -5% | -3% | -2.1 | 4.9% | i | 0% | 6%
O=C(NCCC1=CCCCC1)C(=O)NCC1OCCCN1S(=O)(=O)c1cc(F)ccc1F (stereo not drawn) | -26% | 0% | 1% | ? | 2.0 | 1.8% | i | 0% | 6%
O=C(Nc1ccc(Cl)cc1)C1CC2CCCC(C1)C2=O (stereo not drawn) | -5% | 0% | -1% | 0% | -2.5 | -0.8% | i | 1% | 6%
COc1ccc(/C=C/C(=O)NC2CCCCC2C)cc1 (stereo not drawn) | 8% | 2% | 2% | 12% | 0.5 | -0.4% | i | 1% | -8%
Cc1ccccc1S(=O)(=O)/N=C(/c1ccccc1)N1CCOCC1 | 0% | -1% | -6% | -2% | -3.3 | -0.2% | i | 0% | 4%
COC(=O)c1ccccc1NC(=S)N(Cc1ccc2c(c1)OCO2)Cc1cc2ccc(C)cc2[nH]c1=O | -3% | -3% | 1% | 3% | -0.5 | 2.9% | i | ? | 6%
O=C(OCCCCN1C(=O)c2ccccc2C1=O)c1ccc(Br)o1 | -9% | -1% | 0% | -13% | -0.2 | -0.5% | i | 1% | 19%
CCN(CCNc1ccc(Cl)cc1[N+](=O)[O-])C(=O)c1cc([N+](=O)[O-])c(N(C)C)cc1OC | 10% | -13% | 0% | -5% | 1.0 | 31% | i | 2% | 14%
O=C(Nc1ccccc1)c1nc[nH]c1C(=O)NCCCNC(=O)c1[nH]cnc1C(=O)Nc1ccccc1 | 0% | 27% | 14% | 6% | 0.7 | 0.4% | i | 1% | 6%
COc1ccc(N(CC(=O)NCc2ccc(C)cc2)S(=O)(=O)c2c(C)nn(C)c2C)cc1 | -11% | -17% | -8% | 0% | 0.0 | -0.1% | i | 0% | 2%
O=C1CC(c2ccccc2)Cc2nc(N3CCc4ccccc43)ncc21 (stereo not drawn) | 2% | -2% | 0% | 1% | 1.4 | 0.3% | i | / | -4%
CCN(CC)C(=O)/C(=C\c1ccncc1)NC(=O)c1ccccc1 | 12% | -15% | 9% | 6% | -1.0 | 0.8% | i | -7% | 4%
CCN(CC(=O)NCc1cccs1)S(=O)(=O)c1ccc(NC(C)=O)cc1 | -2% | -1% | 2% | -3% | 0.4 | -0.7% | i | 0% | 7%
Cc1ccc(C(=O)OCC(=O)NC2CCCC2)cc1 | -16% | 22% | -1% | 4% | -0.6 | 0.2% | i | 1% | 4%
